TRPC4 block = TRPC4 (mouse) channel inhibition. Q9QUQ5. actives 0.39% (n = 300,000). B-score at 10 µM. HEK293 TRPC4beta/mu-opioid, DAMGO-evoked Fluo4 calcium flux; stronger effect = lower value;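 active = B-score over 3 SD under the library average, no early fluorescence shift, positive overall ratio signal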
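Signal: kinetic Fluo4 fluorescence imaging of calcium influx. Material: stable TRPC4beta/mu-opioid receptor HEK293 cells. Probe or stimulus: DAMGO in two steps, submaximal then maximal.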
MrgX1 antagonist = blocks BAM8-22 activation of human MrgX1 receptor. B-score at 10 µM. Q96LB2. MRGX1-HEK293 calcium flux, Fluo-4, BAM8-22 antagonism; stronger effect = lower value. AID 588676. actives 1.3% (n = 310,000);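 active = calcium-response B-score plate-corrected more than 3 library SD below zero, starting fluorescence within 5 deviations, no agonist response on first addition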;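 note: peak minus trough fluorescence over baseline after final BAM8-22 challenge near maximal dose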
TRPC4 agonist = TRPC4 (mouse) channel activation; HEK293 TRPC4beta/mu-opioid, Fluo4 calcium fluorescence; stronger effect = higher value; B-score at 10 µM; actives 0.49% (n = 310,000);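 active = B-score above 5 SD of library B-scores, and initial fluorescence ratio not above library mean plus 5 SD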;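 note: positive B-score marks a calcium rise read as TRPC4 activation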
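Test system: HEK293 cells stably co-expressing mouse TRPC4beta and mu-opioid receptor | Schedule: Fluo4 dye loading 45 min at room temperature, 110 s recording | Measured by: Kinetic Fluo4 calcium fluorescence, 5 s baseline at 1 Hz | Evaluation: B score of integrated ratio | Controls: Buffer (low) and maximal DAMGO (high)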
KLF5 inhibitor = inhibitors of KLF5 expression. DLD-1 KLF5 promoter-luciferase reporter, luminescence. inhibition, % at 5 µM. actives 0.23% (n = 290,000). AID 1700;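 active = inhibition above a per-plate limit of that plate's mean compound inhibition plus 3 SD, cut at about 60% in these data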;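 note: 0% = DMSO wells and 100% = LY294002 at 200 µM; higher means less KLF5 promoter-driven luciferase light; inactives centre near -14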
TRPC6 inh = mouse TRPC6 channel inhibition | HEK293-TRPC6, membrane potential dye, ACh-evoked depolarization; stronger effect = lower value | actives 1.1% (n = 310,000) | Q61143 | B-score at 10 µM;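 active = B-score under library mean minus 3 SD, initial fluorescence not abnormally high, positive integrated signal ratio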;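 note: B-score derived from integrated fluorescence ratio over the kinetic read; more negative B-score means stronger inhibition of depolarization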
Target sequence (Q61143 whole entry, looked up): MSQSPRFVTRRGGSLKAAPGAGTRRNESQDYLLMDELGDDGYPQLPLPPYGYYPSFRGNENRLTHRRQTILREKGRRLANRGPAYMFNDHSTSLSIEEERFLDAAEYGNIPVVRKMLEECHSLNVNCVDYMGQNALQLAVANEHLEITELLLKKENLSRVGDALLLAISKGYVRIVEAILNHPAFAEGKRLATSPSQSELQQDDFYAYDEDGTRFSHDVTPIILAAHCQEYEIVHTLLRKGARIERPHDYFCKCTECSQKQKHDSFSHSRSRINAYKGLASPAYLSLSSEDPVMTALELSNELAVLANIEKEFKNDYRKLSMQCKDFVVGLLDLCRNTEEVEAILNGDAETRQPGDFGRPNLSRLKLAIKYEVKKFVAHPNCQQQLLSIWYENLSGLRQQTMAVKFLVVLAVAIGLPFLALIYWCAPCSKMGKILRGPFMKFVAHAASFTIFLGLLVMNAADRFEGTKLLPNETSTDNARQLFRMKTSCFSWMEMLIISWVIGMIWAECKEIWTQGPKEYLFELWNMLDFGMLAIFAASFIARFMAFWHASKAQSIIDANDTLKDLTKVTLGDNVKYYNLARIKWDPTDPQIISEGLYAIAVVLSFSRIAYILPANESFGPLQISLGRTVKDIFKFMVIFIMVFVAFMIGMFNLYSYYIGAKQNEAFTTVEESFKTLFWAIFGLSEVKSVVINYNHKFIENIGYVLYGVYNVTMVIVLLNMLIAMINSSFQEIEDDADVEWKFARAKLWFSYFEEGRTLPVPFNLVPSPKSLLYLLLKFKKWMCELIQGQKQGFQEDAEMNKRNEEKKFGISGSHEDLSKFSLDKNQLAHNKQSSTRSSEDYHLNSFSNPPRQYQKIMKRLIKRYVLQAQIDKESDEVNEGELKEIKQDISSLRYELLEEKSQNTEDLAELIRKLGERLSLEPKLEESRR
HIF activator = HIF pathway transcriptional activation; U2OS HRE-luciferase reporter, luminescence; normalized: DMSO 0%, desferrioxamine 100%; activation, % at 7.5 µM (by protocol); actives 0.32% (n = 300,000); AID 1910;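 active = mean activation of at least 10% of the iron chelator positive control signal, with at least half of replicates also reaching 10%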
aSyn 5UTR inh = 5' untranslated region of α-synuclein, MLPCN primary screen; actives 0.82% (n = 300,000); AID 1813; alpha-synuclein 5'UTR reporter, inhibitor activity; inhibition, % (tested at 7.5 µM); in the data active = inhibition above about 60%;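 note: H4 neuroglioblastoma cells stably carrying SNCA 5'UTR luciferase fusion; 0% = DMSO wells and 100% = positive control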
TRPC6 activator = activators of mouse TRPC6 channel; B-score at 10 µM; AID 2550; HEK293-TRPC6 membrane potential dye fluorescence; stronger effect = higher value; Q61143; actives 0.13% (n = 310,000);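 active = B-score of the integrated fluorescence ratio above library mean plus 3 SD, and starting fluorescence ratio within library mean plus 5 SD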;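 note: higher score means more depolarization so channel activation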
TRPC4 potent = allosteric potentiators of mouse TRPC4 channel; HEK293 TRPC4beta/mu-opioid, DAMGO EC20, Fluo-4 Ca2+ flux; stronger effect = higher value; B-score at 10 µM; actives 0.42% (n = 310,000); AID 2227;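 active = B-score of calcium response area above 5 SD of library B-scores, with initial fluorescence ratio within 5 SD of library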;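 note: B-score of integrated fluorescence ratio over time as area under calcium response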
SKKanGAS inh = inhibitors of SKKanGAS S. pyogenes growth in kanamycin (SK-promoter or general growth effect) | BacTiter-Glo, 6 h | inhibition, % at 7.5 µM | actives 1.3% (n = 300,000) | AID 1662;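 active = mean replicate score, as percent of positive control median, at least 50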;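 note: strain carries kanamycin resistance gene driven by streptokinase promoter and grows in 40 µg/ml kanamycin; loss of luminescence reflects streptokinase promoter inhibition or plain growth inhibition; 0% = median of DMSO wells and 100% = positive control at its reference dose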
IEC-6 tox = kills IEC-6 intestinal cells in KLF5 counter-screen; IEC-6 cytotoxicity, luminescence viability; inhibition, % at 5 µM; actives 0.78% (n = 290,000); AID 1825; in the data active = inhibition above about 22%;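 note: 0% = plate median of test compound wells and 100% = cytotoxic reference compound wells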
The depositor's hits bear a star; i = inactive; . = not tested or not shown.

Every second line gives: TRPC4 block	MrgX1 antagonist	TRPC4 agonist	KLF5 inhibitor	TRPC6 inh	HIF activator	aSyn 5UTR inh	TRPC6 activator	TRPC4 potent	SKKanGAS inh	IEC-6 tox
1) O=C(Nc1cc(C(F)(F)F)ccc1F)C1CCCC1
  i	i	i	-23.9	i	-0.2	-3.0	i	i	2.1	-1.3
2) O=C(c1ccccc1)N1CCN(c2ccc([N+](=O)[O-])c(NCc3ccco3)c2)CC1
  i	i	i	-0.1	i	-0.7	32.4	i	i	14.9	-3.0
3) O=C(Nc1ccc2c(c1)OCO2)c1n[nH]c(=O)c2ccccc12
  i	i	i	-56.7	i	3.1	-139.5	i	i	0.0	-6.5
4) COc1ccc(Br)cc1/C=N/NC(=O)c1nc(-c2ccccc2)n2c1CCCCC2
  i	i	i	-12.5	i	1.3	25.9	i	i	26.2	-1.2
5) O=C(CN1CCN(Cc2ccccc2)CC1)NCCNc1ccc([N+](=O)[O-])cn1
  i	i	i	-7.8	i	0.2	23.8	i	i	7.6	2.9
6) COc1ccc(NC(=O)C2CCCN(c3nn4c(=O)cc(C)nc4s3)C2)cc1 (stereo not drawn)
  i	i	i	-42.9	i	0.1	15.6	i	i	0.8	0.7
7) COc1cc(C(=O)NCCc2ncccc2C)ccc1OC1CCN(C(C)=O)CC1
  i	i	i	-35.2	i	0.5	-7.7	i	i	-2.0	0.5
8) CCOc1ccc(-c2noc(CCC(N)=O)n2)cc1OCC
  i	i	i	-22.5	i	-0.1	-0.5	i	i	-0.3	-1.2
9) COc1cc(/C=N/NC(=O)Cc2c[nH]c3ccccc23)cc(OC)c1OC
  i	i	i	-25.7	i	0.0	-3.9	i	i	-7.5	-1.7
10) Cc1ccc(CSCCNS(=O)(=O)c2ccc(C)cc2)cc1
  i	i	i	4.2	i	-0.1	29.7	i	i	-15.5	-5.5
11) C/C(=N/NC(=O)CNC(=O)c1cccnc1)c1ccc([N+](=O)[O-])cc1
  i	i	i	-24.4	i	-0.3	4.3	i	i	9.5	-0.4
12) COc1ccccc1CCc1nnc(CCC(=O)N(C)Cc2ccncc2C)o1
  i	i	i	-34.5	i	-0.3	15.5	i	i	-3.4	3.4
13) O=C(COc1ccccc1[N+](=O)[O-])N/N=C/c1ccc(OC(=O)c2ccco2)cc1
  i	i	i	-20.8	i	0.1	-44.3	i	i	1.5	-0.9
14) COc1ccccc1CNC(=O)COc1cccnc1[N+](=O)[O-]
  i	i	i	-32.8	i	1.3	-14.9	i	i	0.4	-5.7
15) CCOc1ccc(C(=O)NCC(C)C)cc1
  i	i	i	-40.4	i	0.8	-44.6	i	i	10.5	1.2
16) CCOc1cc(C(=O)Nc2ccc3c4c(cccc24)C(=O)N3CC)cc(OCC)c1OCC
  i	i	i	-13.3	i	-0.1	-9.6	i	i	7.4	3.5
17) CN(NS(=O)(=O)c1ccc(F)cc1)c1ncc(C(F)(F)F)cc1Cl
  i	i	i	-2.9	i	0.2	3.2	i	i	3.7	1.6
18) O=C(CSc1cccc2cccnc12)N1CCCC1
  i	i	i	-9.4	i	0.0	4.0	i	i	-2.1	-1.1
19) O=C(CN1CCCC1)Nc1c2c(cc3c1CCC3)CCC2
  i	i	i	-12.3	i	-0.1	5.9	i	i	-12.7	3.6
20) Cc1ccc(S(=O)(=O)NCC(=O)N/N=C/c2ccccc2O)cc1
  i	-5.36*	i	10.5	i	0.1	20.0	i	i	13.3	-5.4

Two compounds picked at random from the list so far, as already listed:
Every second line gives: TRPC4 block	MrgX1 antagonist	TRPC4 agonist	KLF5 inhibitor	TRPC6 inh	HIF activator	aSyn 5UTR inh	TRPC6 activator	TRPC4 potent	SKKanGAS inh	IEC-6 tox
9) COc1cc(/C=N/NC(=O)Cc2c[nH]c3ccccc23)cc(OC)c1OC
  i	i	i	-25.7	i	0.0	-3.9	i	i	-7.5	-1.7
2) O=C(c1ccccc1)N1CCN(c2ccc([N+](=O)[O-])c(NCc3ccco3)c2)CC1
  i	i	i	-0.1	i	-0.7	32.4	i	i	14.9	-3.0

Following part.
Every second line gives: TRPC4 block	MrgX1 antagonist	TRPC4 agonist	KLF5 inhibitor	TRPC6 inh	HIF activator	aSyn 5UTR inh	TRPC6 activator	TRPC4 potent	SKKanGAS inh	IEC-6 tox
21) Cc1cc(C(=O)NCC2CCCO2)n(-c2ccccc2)n1 (stereo not drawn)
  i	i	i	-3.6	i	-0.3	-1.7	i	i	-3.9	-1.1
22) CCC1=NN=C(c2ccc(F)cc2)C(c2c[nH]c3ccccc23)N1O (stereo not drawn)
  i	i	i	-23.7	i	3.1	-48.3	i	i	1.1	-1.3
23) CC(C(=O)OCC(=O)Nc1ccc2c(c1)OCO2)N1C(=O)c2ccccc2C1=O (stereo not drawn)
  i	i	i	-43.7	i	0.2	8.5	i	i	6.5	1.0
24) Cc1ccc(-c2cc3ccccc3nc2N2CCCC2)cc1
  i	i	i	-6.2	i	-0.7	13.4	i	i	39.1	-4.6
25) COc1ccc(NC(=O)CSc2nnc(-c3ccccc3F)n2C2CC2)cc1S(N)(=O)=O
  i	i	i	-9.9	i	0.4	20.0	i	i	-3.5	-1.9
26) Cc1ccc(N2CC(C(=O)Nc3ccc(S(=O)(=O)Nc4nccs4)cc3)CC2=O)cc1 (stereo not drawn)
  i	i	i	-1.9	i	-0.2	4.7	i	i	1.0	-3.6
27) COc1cc2c(cc1OC)CN(CC(=O)Nc1cccc(C(F)(F)F)c1)CC2
  i	i	i	-34.1	i	-0.3	15.6	i	i	2.7	-0.1
28) CN(C)c1cccc(NC(=O)NC2(C)CCS(=O)(=O)C2)c1 (stereo not drawn)
  i	.	i	-5.0	i	-0.2	3.9	i	i	-1.2	1.4
29) COc1ccc(NC(=O)C/C(C)=N/NC(=O)C2CCCCC2)c([N+](=O)[O-])c1
  i	i	i	-38.1	i	-0.3	0.0	i	i	-0.7	3.5
30) COc1ccccc1Oc1coc2cc(OCC(N)=O)ccc2c1=O
  i	i	i	-36.6	i	-1.0	8.2	i	i	-6.3	0.6
31) CCOc1ccc2nc(N3CCCC(C(=O)NCCCN4CC(C)CC(C)C4)C3)sc2c1 (stereo not drawn)
  i	i	i	-28.6	i	0.6	-50.6	i	i	1.6	12.9
32) CCOC(=O)C1Nc2ccc(C(F)(F)F)cc2C2c3ccccc3CC12 (stereo not drawn)
  i	i	i	.	i	2.2	-57.8	i	i	26.7	.
33) CCOc1ccccc1Oc1cn[nH]c1-c1ccc(OC)cc1O
  i	i	i	-15.7	i	-0.1	35.1	i	i	-4.9	4.9
34) O=C(O)c1ccccc1-n1cnnn1
  i	i	i	-3.4	i	-0.1	-2.2	i	i	2.9	-7.7
35) Cc1ccc(CCNC(=O)CCS(=O)(=O)c2ccc3c(c2)oc(=O)n3C)cc1
  i	i	i	2.7	i	0.2	-28.7	i	i	-2.5	-4.0
36) Cc1ccc(-c2nc3c(c(=O)[nH]c(=O)n3CC(C)C)n2CC(C)C)cc1[N+](=O)[O-]
  i	i	i	20.7	i	-0.6	3.5	i	i	11.4	7.1
37) O=C(N/N=C1/CC2CCC1C2)c1cc2ccccc2cc1O (stereo not drawn)
  i	i	i	-4.2	i	0.0	-21.2	i	i	21.1	-2.8
38) O=C(Cn1ncc2c([nH]c3ccccc32)c1=O)N1CCCCC1
  i	i	i	-23.1	i	0.4	10.8	i	i	3.5	3.3
39) CNC(=S)Nc1ccc(OCc2ccccc2)cc1
  i	i	i	-10.1	i	2.5	-47.7	i	i	-20.3	2.6
40) CCCCn1c2ccccc2c2nnc(SCCN3CCCCC3)nc21
  -7*	.	i	-13.5	i	0.5	12.5	i	i	5.0	0.0

The list goes on:
Every second line gives: TRPC4 block	MrgX1 antagonist	TRPC4 agonist	KLF5 inhibitor	TRPC6 inh	HIF activator	aSyn 5UTR inh	TRPC6 activator	TRPC4 potent	SKKanGAS inh	IEC-6 tox
41) O=C(O)c1cccc(NC(=S)NC(NC(=O)c2ccco2)C(Cl)(Cl)Cl)c1 (stereo not drawn)
  i	i	i	2.5	i	0.7	-3.1	i	i	-5.9	-9.4
42) CCC1CCCCN1C(=O)Cn1c(C(=O)OC)cc2ccsc21 (stereo not drawn)
  i	i	i	-11.9	i	-0.2	7.1	i	i	-5.2	-3.5
43) CCN(C(=O)CSc1nc2nc(C)cc(C)n2n1)c1ccccc1
  i	i	i	13.1	i	-0.1	15.0	i	i	1.6	0.9
44) CCn1c(SCC(=O)N(C)CCC#N)nc2cc(S(=O)(=O)N3CCOCC3)ccc21
  i	i	i	.	i	-1.2	0.7	i	i	-3.4	.
45) Fc1ccc(-c2csc(Nc3ccccn3)n2)cc1
  i	i	i	-278.4	i	2.0	-77.0	i	i	-3.2	32.3*
46) OCCOCCn1c(C(CO)Nc2nc(-c3ccc(Cl)cc3)cs2)nc2ccccc21 (stereo not drawn)
  .	i	i	.	i	0.4	-35.3	i	i	8.1	.
47) COCCNC(=O)c1ccccc1-c1nc(-c2ccccc2Cl)no1
  i	i	i	-27.4	i	0.5	-49.2	i	i	-1.8	5.0
48) O=C(NS(=O)(=O)Oc1ccc(F)cc1F)OC[C@@H]1CCCN2CCCCC12 (stereo partly drawn)
  i	i	i	-2.6	i	0.0	-3.6	i	i	-6.8	-1.0
49) CCOC(=O)/C(=C\c1ccc(Cl)cc1)c1nc2sc(C)c(C)c2c(=O)[nH]1
  i	i	i	6.0	i	1.6	-49.3	i	11*	42.7	-5.8
50) Cc1ccc(N2CC(C(=O)OCc3ccc([N+](=O)[O-])cc3)CC2=O)cc1 (stereo not drawn)
  i	i	i	-12.0	i	-0.4	0.6	i	i	-13.3	2.0
51) Cc1ccc(CS/C(Nc2ccccc2C)=C(\C#N)C(N)=O)c(C)c1
  i	i	i	-13.0	i	0.1	-1.6	i	i	3.2	12.3
52) COc1cc2c(ccc3cc(OC)c(OC)c(O)c32)cc1O
  i	i	i	.	i	0.7	0.0	i	i	-4.4	.
53) CC(C)(C)c1cc(CCC(=O)NCC2CCCO2)cc(C(C)(C)C)c1O (stereo not drawn)
  i	i	i	13.1	i	0.3	-9.9	i	i	1.9	-4.8
54) CCCCn1c(C(C)NC(=O)CCC)nc2ccccc21 (stereo not drawn)
  i	i	i	-34.2	i	0.4	9.4	i	i	1.0	-2.8

Source: PubChem BioAssay
